MrgX1 allo act = positive allosteric modulators of MrgX1, primary screen, HEK293 cells, Fluo-4 calcium flux; FDSS; hits give high values; B-score at 10 µM; hit rate 0.63% among 310,000; AID 588675, 2011;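 active means plate-corrected calcium response at least 3 library SD above typical, normal starting fluorescence, not activating the receptor alone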;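 further: compound read alongside a low EC10 to EC30 dose of BAM8-22 agonist; peak minus trough fluorescence over baseline measured at the second addition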
MrgX1 antagonist = antagonists of human MrgX1 receptor, primary screen, HEK293 cells, Fluo-4 calcium flux. hit rate 1.3% among 310,000. B-score at 10 µM. BAM8-22 antagonism; hits give low values. AID 588676, 2011. Mas-related G-protein coupled receptor member X1 (Homo sapiens), Q96LB2;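 active means calcium-response B-score plate-corrected more than 3 library SD below zero, starting fluorescence within 5 deviations, no agonist response on first addition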;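 further: peak minus trough fluorescence over baseline after final BAM8-22 challenge near maximal dose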
TRPC6 act = mouse TRPC6 channel activators, primary screen, cell-based, HEK293, membrane potential dye. B-score at 10 µM. hit rate 0.13% among 310,000. AID 2550, 2010. HEK293-TRPC6 membrane potential dye fluorescence; hits give high values. Short transient receptor potential channel 6 (Mus musculus), Q61143;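 active means B-score of the integrated fluorescence ratio above library mean plus 3 SD, and starting fluorescence ratio within library mean plus 5 SD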;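 further: higher score means more depolarization so channel activation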
Target sequence (Q61143 whole entry, looked up): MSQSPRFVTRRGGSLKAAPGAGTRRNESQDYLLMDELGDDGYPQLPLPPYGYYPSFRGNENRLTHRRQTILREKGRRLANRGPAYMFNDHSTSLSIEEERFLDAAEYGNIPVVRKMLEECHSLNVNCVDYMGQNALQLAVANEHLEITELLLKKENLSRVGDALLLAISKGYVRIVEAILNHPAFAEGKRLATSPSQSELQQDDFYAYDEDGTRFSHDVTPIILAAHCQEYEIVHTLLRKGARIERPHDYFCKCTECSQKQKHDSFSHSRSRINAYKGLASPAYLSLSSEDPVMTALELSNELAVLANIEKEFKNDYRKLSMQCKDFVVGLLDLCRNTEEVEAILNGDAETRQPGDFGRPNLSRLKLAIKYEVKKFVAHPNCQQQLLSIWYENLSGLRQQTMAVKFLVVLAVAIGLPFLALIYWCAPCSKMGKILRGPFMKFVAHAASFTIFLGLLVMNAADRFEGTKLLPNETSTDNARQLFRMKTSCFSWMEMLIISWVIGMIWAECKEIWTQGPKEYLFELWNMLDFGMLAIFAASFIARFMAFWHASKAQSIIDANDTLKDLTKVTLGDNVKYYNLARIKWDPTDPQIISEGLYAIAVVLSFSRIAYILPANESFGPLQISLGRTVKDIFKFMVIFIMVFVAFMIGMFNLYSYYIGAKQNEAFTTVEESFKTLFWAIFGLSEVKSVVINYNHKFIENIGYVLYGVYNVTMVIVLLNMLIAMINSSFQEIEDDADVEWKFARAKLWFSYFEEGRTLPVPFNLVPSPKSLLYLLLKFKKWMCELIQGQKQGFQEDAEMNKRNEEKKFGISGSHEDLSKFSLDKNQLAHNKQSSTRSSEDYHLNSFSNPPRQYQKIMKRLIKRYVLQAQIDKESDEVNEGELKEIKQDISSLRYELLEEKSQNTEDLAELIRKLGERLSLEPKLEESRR
RGS4 block = RGS4 inhibitors, primary screen, cell-based, HEK293 M3R inducible RGS4, calcium flux | B-score at 10 µM | Regulator of G-protein signaling 4 (Homo sapiens), P49798 | hit rate 0.45% among 310,000 | Fluo-4 calcium flux; hits give high values; triggered by carbachol at its EC20;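 active means B-score, a plate-corrected calcium signal, over three deviations above library mean, with baseline fluorescence within five deviations of library mean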;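 further: RGS4 expression induced by doxycycline in cells with stable M3 receptor; B-score is computed from the integrated fluorescence ratio over baseline after carbachol; higher B-score means a larger calcium signal and so more RGS4 inhibition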
Target sequence (P49798 whole entry, looked up): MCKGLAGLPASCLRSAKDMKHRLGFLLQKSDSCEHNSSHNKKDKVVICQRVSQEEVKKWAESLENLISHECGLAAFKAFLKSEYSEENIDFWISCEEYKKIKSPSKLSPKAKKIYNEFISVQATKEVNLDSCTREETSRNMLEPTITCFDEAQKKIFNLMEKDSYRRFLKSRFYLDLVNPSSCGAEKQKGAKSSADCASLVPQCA
Platelet DG rel = inhibitors of platelet dense granule secretion, primary screen, cell-based, MLPCN, human platelets. human platelet-rich plasma, SFLLRN dense granule ATP release, luminescence. AID 1663, 2009. inhibition, %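 (compounds screened at 7.5 µM in platelet-rich plasma)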. hit rate 0.22% among 300,000;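 active means mean replicate score, as percent of positive control, at or above 50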
TRPC6 inhibitor = mouse TRPC6 channel inhibitors, primary screen, cell-based, HEK293, membrane potential dye | B-score at 10 µM | hit rate 1.1% among 310,000 | ACh-evoked depolarization; hits give low values | Short transient receptor potential channel 6 (Mus musculus), Q61143 | AID 2553, 2010;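 active means B-score under library mean minus 3 SD, initial fluorescence not abnormally high, positive integrated signal ratio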;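 further: B-score derived from integrated fluorescence ratio over the kinetic read; more negative B-score means stronger inhibition of depolarization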
SKKanGAS inh = S. pyogenes SKKanGAS growth inhibitors in kanamycin, primary screen, streptokinase expression inhibitor project, SKKanGAS strain, BacTiter-Glo luminescence; 6 h; inhibition, % at 7.5 µM; hit rate 1.3% among 300,000;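 active means mean replicate score, as percent of positive control median, at least 50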;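 further: strain carries kanamycin resistance gene driven by streptokinase promoter and grows in 40 µg/ml kanamycin; loss of luminescence reflects streptokinase promoter inhibition or plain growth inhibition; 0% = median of DMSO wells and 100% = positive control at its reference dose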
RGS4 pot = RGS4 potentiators or activators, primary screen, cell-based, HEK293 M3R inducible RGS4, calcium flux | carbachol calcium flux Fluo4; hits give low values | B-score at 10 µM | hit rate 0.92% among 310,000 | AID 463111, 2010;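 active means B-score of the integrated calcium signal more than 4 SD below the library mean, with starting fluorescence not abnormally high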;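 further: negative B-score means reduced calcium response which marks RGS4 activation or potentiation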
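Reagent: ECmax carbachol challenge; Test system: M3R-expressing HEK293 line, RGS4 induced by doxycycline; Schedule: overnight RGS4 induction, 30 min dye load 37 °C, 20 min compound RT; Detection: calcium dye Fluo4 fluorescence; Read-out: Agonist-evoked peak-minus-minimum fluorescence over baseline, integrated ratio, B score.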
MrgX1 agonist = agonists of human MrgX1 receptor, primary screen, HEK293 cells, Fluo-4 calcium flux. Mas-related G-protein coupled receptor member X1 (Homo sapiens), Q96LB2. Fluo-4 calcium fluorescence, agonist mode; hits give high values. B-score at 10 µM. hit rate 0.44% among 310,000. AID 588627, 2011;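 active means calcium response B-score plate-corrected fluorescence ratio at least 3 library SD, with starting fluorescence B-score inside 5 SD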
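System: HEK293 cells stably expressing human MrgX1 receptor; Dosing: test compound in the initial addition of three; Schedule: overnight plating, then 30 min 37 °C plus 30 min room-temperature dye loading; Detection: kinetic calcium dye fluorescence, Fluo-4 NW; Controls: per-plate positive and negative controls for Z′ factor.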
HIF act = HIF pathway transcriptional activators, primary screen, cell-based, U2OS HRE-luciferase, luminescence. U2OS HRE-luciferase reporter; normalized: DMSO 0%, desferrioxamine 100%. activation, % at 7.5 µM (by protocol). hit rate 0.32% among 300,000. AID 1910, 2009;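 active means mean activation of at least 10% of the iron chelator positive control signal, with at least half of replicates also reaching 10%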
TRPC4 block = inhibitors of mouse TRPC4 channel, primary screen, Fluo4 calcium, HEK293 TRPC4beta/mu-opioid cells; Short transient receptor potential channel 4 (Mus musculus), Q9QUQ5; DAMGO-evoked Fluo4 calcium flux; hits give low values; B-score at 10 µM; hit rate 0.39% among 300,000; AID 2247, 2010;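 active means B-score over 3 SD under the library average, no early fluorescence shift, positive overall ratio signal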
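Material: HEK293 cells with stable TRPC4beta plus mu-opioid receptor expression; probe or stimulus: DAMGO in two steps, submaximal then maximal; technique: Fluo4 calcium fluorescence by kinetic imaging, 5 s 1 Hz baseline; measure: integrated fluorescence ratio relative to baseline, converted to per-well B score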
* hit, by the source's call; i = inactive; · = no result given. Not a hit list (roughly 6.1% active in at least one column).

SMILES	MrgX1 allo act	MrgX1 antagonist	TRPC6 act	RGS4 block	Platelet DG rel	TRPC6 inhibitor	SKKanGAS inh	RGS4 pot	MrgX1 agonist	HIF act	TRPC4 block
Cc1nn(-c2ccccc2)c(Cl)c1/C=N/NC(=O)OC(C)(C)C	i	i	i	i	-1	i	-4	-8*	i	2.5	i
Cc1ccc(NC(=O)Cn2cnc3c(cnn3C(C)(C)C)c2=O)cc1	i	i	i	i	-4	i	-15	i	i	0.0	i
CN1C(=O)C2(C(C#N)=C(N)N(c3cc(Cl)cc(Cl)c3)C3=C2C(=O)CCC3)c2ccccc21 (centres undefined)	i	i	i	i	-3	i	-1	i	i	2.1	i
O=C1NC2(CCCCC2)C(=O)N1c1ccc(Cl)cc1	i	i	i	i	16	i	10	i	i	0.7	i
Cc1ccc2nc(Cl)nc(-c3ccccc3)c2c1	i	i	i	i	-3	i	1	i	i	-0.5	i
COc1ccc(/C=C2\SC(=O)N(CCNC(=O)Cc3coc4cc(C)ccc34)C2=O)cc1OC	i	i	i	i	0	i	13	-8.5*	i	0.0	i
CN1CCC(=O)N([C@H](CSc2ccc(Br)cc2)c2ccccc2)CC1	i	i	i	i	0	i	0	i	i	3.3	i
COCCCN1C(=O)c2ccc(C(=O)Nc3ccc(OC)cc3)cc2C1=O	i	i	i	i	2	i	1	i	i	0.8	i
O=C(c1ccco1)N1CCN(Cc2nnc(-c3ccccc3F)o2)CC1	i	i	i	i	2	i	3	i	i	0.0	i
CCN(CC)c1cc(C)c2ccccc2n1	i	i	i	i	1	i	16	i	i	-1.1	i
CCn1c2ccccc2c2cc(CNCCCN3CCOCC3)ccc21	i	i	i	i	-4	-6.3*	-3	i	i	1.0	i
Cc1ccccc1NC(=O)C1CCN(S(=O)(=O)c2ccc3c(c2)NC(=O)C(C)S3)CC1 (centres undefined)	i	i	i	i	8	i	-3	i	i	-0.2	i
Cc1nn(-c2ccccc2)c(Cl)c1/C=N/NC(N)=O	i	i	i	i	18	i	-4	i	i	0.1	i
COc1cc2c(cc1NC(=O)COc1ccccc1OC)oc1ccccc12	i	i	i	i	0	i	1	i	i	-0.2	i
Cc1cccn2c(CN3CCNC(=O)CC3)c(C(=O)N(C)CCc3ccccc3)nc12	i	i	i	i	0	i	-6	i	i	0.1	i
CN(C)c1cc(NC(=O)CN2CCCC2)c2ccccc2n1	i	i	i	i	5	-7.2*	0	i	i	0.3	i
Cc1cccc(CNC(=O)C2CCC(=O)N(C3CCCCCC3)C2)c1 (centres undefined)	i	i	i	i	19	i	-3	i	i	0.1	i
COc1ccc(Nc2ccnc(Nc3ccc(OC)cc3)n2)cc1	i	i	i	i	-20	i	-7	i	i	1.6	i
N#CCCCSC1=C(C#N)C(c2ccccc2Cl)CC(=O)N1 (centres undefined)	i	i	i	i	-5	i	-3	i	i	-0.2	i
CN(C)c1cc2c(cc1NS(=O)(=O)c1ccccc1)n(C)c(=O)n2C	i	i	i	i	2	i	6	i	i	0.3	i
S=c1[nH]ccn1-c1c(Cl)cccc1Cl	i	i	i	i	0	i	-6	i	i	-1.0	i
COc1ccc(NS(=O)(=O)c2ccc(NC(=S)NC(=O)/C=C/c3ccc(C)cc3)cc2)nn1	i	i	i	i	-13	i	33	i	i	-0.5	i
CC1CCN(CC(=O)Nc2ccc(C(=O)N3CCCCC3)cc2)CC1	i	i	i	i	3	i	-3	i	i	0.6	i
COc1cccc(NC(=O)CNC(=O)c2ccc(C)o2)c1	i	i	i	i	-1	i	-1	i	i	-0.1	i
CC(c1ccccc1)n1c(Br)nc2c1c(=O)[nH]c(=O)n2C (centres undefined)	i	i	i	i	1	i	-11	i	i	0.1	i
Cc1cccc(C)c1NC(=O)C(C)Sc1n[nH]c(-c2ccncc2)n1 (centres undefined)	i	i	i	i	-2	i	0	i	i	-0.4	i
COc1cccc(N(C(=O)Cn2nnc3ccccc32)C(C(=O)NCc2ccco2)c2cccnc2)c1 (centres undefined)	·	·	i	i	10	i	1	i	·	-0.3	i
CCOc1ccccc1N(CC(=O)Nc1cccnc1)S(C)(=O)=O	i	i	i	i	-1	i	-1	i	i	-0.6	i
Cc1cc(-c2nnc(SCC(=O)Nc3cccc(F)c3)n2N)n[nH]1	i	i	i	i	-29	i	-4	i	i	-0.4	i
COC(=O)c1cc(NC(=O)/C=C/c2ccc3c(c2)OCO3)cc(C(=O)OC)c1	i	i	i	i	-10	i	24	i	i	-0.1	i

Among those listed so far, 2 contain fluorine:
SMILES	MrgX1 allo act	MrgX1 antagonist	TRPC6 act	RGS4 block	Platelet DG rel	TRPC6 inhibitor	SKKanGAS inh	RGS4 pot	MrgX1 agonist	HIF act	TRPC4 block
O=C(c1ccco1)N1CCN(Cc2nnc(-c3ccccc3F)o2)CC1	i	i	i	i	2	i	3	i	i	0.0	i
Cc1cc(-c2nnc(SCC(=O)Nc3cccc(F)c3)n2N)n[nH]1	i	i	i	i	-29	i	-4	i	i	-0.4	i

The listing continues:
SMILES	MrgX1 allo act	MrgX1 antagonist	TRPC6 act	RGS4 block	Platelet DG rel	TRPC6 inhibitor	SKKanGAS inh	RGS4 pot	MrgX1 agonist	HIF act	TRPC4 block
Cc1cc(NC(=O)c2cccc([N+](=O)[O-])c2)n(-c2ccccc2)n1	i	i	i	i	6	i	4	i	i	0.8	i
O=C(CNC(=S)N(Cc1ccc(F)cc1)C1CCCCC1)NCC1CCCO1 (centres undefined)	i	i	i	i	1	i	2	i	i	-0.2	i
COc1ccc(C(=O)Nc2cccc(C(C)=O)c2)c(OC)c1OC	i	i	i	i	-3	i	-4	i	i	1.8	i
COc1ccc(N(Cc2cc3ccccc3[nH]c2=O)S(=O)(=O)c2ccc(OC)cc2)cc1	i	i	i	i	1	i	-1	i	i	2.4	i
CC(C)=NNC1=NC(C)(C)Cc2ccccc21	i	i	i	i	1	i	-1	i	i	0.0	i
Cc1cc(C)n(CCC(=O)Nc2cccc(F)c2)n1	i	i	i	i	-3	i	1	i	i	0.1	i
Cc1cc(N2CCN(C)CC2)nc(-c2ccccc2O)n1	i	i	i	i	-1	i	-2	i	i	-0.5	i
Cc1ccc(CC2CC(=O)N(CCc3ccccc3)C2=O)cc1 (centres undefined)	i	i	i	i	5	i	-1	i	i	0.3	i
OCCCn1c(C2CCCN2c2nc(-c3ccc(F)cc3)cs2)nc2cc(Cl)c(N3CCCCC3)cc21 (centres undefined)	i	i	i	i	0	i	17	i	i	-0.1	i
COc1cccc(CN2CC(C(=O)NCC3CCOCC3)CCC2=O)c1 (centres undefined)	i	i	i	i	-25	i	4	i	i	-0.7	i
O=C(NCC(=O)N(c1ccccc1F)C(C(=O)NC1CCCC1)c1ccncc1)c1ccco1 (centres undefined)	i	i	i	i	7	i	-3	i	i	0.0	i
C=CCn1c(-c2c(C)nc3cc(C)ccn23)n[nH]c1=S	i	-5.9*	i	i	7	i	1	i	i	·	i
CCCC(=O)Nc1nc(-c2ccc(Cl)s2)cs1	i	i	i	i	-1	i	26	i	i	2.8	i
Cc1ccc(C(C(=O)NC2CCCC2)N(Cc2ccco2)C(=O)CCC(=O)Nc2cc(C)on2)cc1 (centres undefined)	i	i	i	i	0	i	0	i	i	1.6	i
CCOc1ccc(N2C(=O)/C(=C\c3ccc(OC)c(O)c3)S(=O)(=O)C2c2cccc([N+](=O)[O-])c2)cc1 (centres undefined)	i	i	i	i	0	i	2	i	i	·	i
CCCCOc1ccc(C(C)NC(=O)C2CCCN(S(=O)(=O)CCC)C2)cc1 (centres undefined)	i	i	i	i	2	i	-2	i	i	·	i
COCCNC(=O)c1cc2c(=O)n3cccc(C)c3nc2n1C	i	i	i	i	6	i	-5	i	i	0.1	i
CC(C)CC(NC(N)=O)C(=O)Nc1ccc(Cl)c(Cl)c1 (centres undefined)	i	i	i	i	10	i	6	i	i	0.1	i
O=C(NCc1ccccn1)C1CCN(S(=O)(=O)c2cnc[nH]2)CC1	i	i	i	i	-3	i	0	i	i	0.6	i
COC(=O)c1[nH]c2cccc(OC)c2c1NC(=O)CCN1CCN(c2ccccc2F)CC1	·	·	i	i	1	i	8	i	·	-0.9	i
Cc1occc1C(=O)Nc1nn[nH]n1	i	i	i	i	-41	i	3	i	i	-0.3	i
CCOc1cc(/C=N/O)ccc1OCc1ccc([N+](=O)[O-])cc1	i	i	i	i	3	i	1	i	i	0.7	i
COc1ccccc1NC(=O)CCC(=O)N(Cc1ccc(OC)c(OC)c1)c1nccs1	i	-7.4*	i	i	1	i	-4	i	i	-0.6	i
Cc1nn(-c2ccccc2)c2sc(C(=O)N(CC(=O)NC3CCCC3)Cc3ccco3)cc12	·	·	i	i	2	i	39	i	·	0.2	i
Cc1ccccc1CS(=O)(=O)Cc1ccc(C(=O)NCCCN2CCCC2=O)o1	i	i	i	i	10	i	-5	i	i	0.1	i
C=CCN(C(=O)c1csnn1)C(C(=O)NC1CCCC1)c1ccc(OC)cc1 (centres undefined)	i	i	i	i	2	i	20	i	i	-0.1	i
Cc1nc(N)sc1C(=O)N/N=C/c1cccnc1	i	i	i	i	8	i	0	i	i	0.1	i
Cc1ccc(C(=O)COC(=O)CN2C(=O)C3C4C=CC(C4)C3C2=O)cc1C (centres undefined)	i	i	i	i	1	i	4	i	i	-0.2	i
COc1cc(C2=NOC(C(=O)NCc3ccccn3)C2)cc(OC)c1OC (centres undefined)	i	i	i	i	-1	i	10	i	i	-0.3	i
CCC(=O)Nc1ccccc1Oc1ccccc1	i	i	i	i	-1	i	0	i	i	-0.3	i
COc1cccc(OC)c1C(=O)NC(=O)NNc1cc(C(F)(F)F)cc(C)n1	i	i	i	i	0	i	1	i	i	0.2	i

High-throughput results as filed in PubChem.
